NCI-60 one-dose screen, 48 h, at 10 µM unless noted. Numbers give growth in % (100 = growth as untreated, 0 = no growth, -100 = all killed).
MCF7: MCF7 breast cancer | 82,000 compounds, 6.3% hits | AID 1794796
LOX IMVI: LOX IMVI melanoma | 79,000 compounds, 7.4% hits | AID 1794757
T-47D: T-47D breast cancer | 79,000 compounds, 5% hits | AID 1794792
BT-549: BT-549 breast cancer. 78,000 compounds, 4.4% hits
MALME-3M: MALME-3M melanoma. 78,000 compounds, 5.8% hits
UACC-257: UACC-257 melanoma; 78,000 compounds, 4.4% hits; AID 1794764
HS 578T: HS 578T breast cancer | 78,000 compounds, 4.1% hits | AID 1794788
UACC-62: UACC-62 melanoma; 81,000 compounds, 5.4% hits
Active calls of the source: *; . = no result given; & = joins results of further samples. How the source made its calls: active means growth percent below 10; inactive means the rest. This is a random part of the collection; any-hit rate near 11%.

Start of the data: the first seven records (preview)
SMILES	MCF7	LOX IMVI	T-47D	BT-549	MALME-3M	UACC-257	HS 578T	UACC-62
Oc1ccc(CN2CCOCC2)c(O)c1O	97	18	115	96	110	101	115	103
CCOC(=O)c1cc2c(n1Cc1ccccc1)-c1oncc1CCC2	46	79	81	101	39	83	76	52
O=C1/C(=C\c2cccn2CCCCCCn2c3ccccc3c(=O)c3ccccc32)c2ccccc2N1c1c(Cl)cccc1Cl	15	99	43	104	102	100	103	86
Clc1ccc2nc(-c3ccc(-c4nnc(SCc5ccccc5)o4)cc3)[nH]c2c1	53	79	95	88	75	107	87	91
Cc1ccc(CNc2ccc3nc(NC(=O)CN4CCCCC4)sc3c2)cc1	88	82	64	98	105	98	103	81
CCCC1OC(c2ccc(OC)cc2)OCC1CC (stereo unspecified)	110	101	98	121	96	118	107	89
CC(=O)O[C@@H]1C[C@]2(C)[C@@H](C3(C)OCCO3)CC[C@H]2[C@@H]2C[C@H]3O[C@]34CC3(CC[C@]4(C)[C@H]21)OCCO3	109	105	92	100	102	101	.	101

Results, repeating the preview:
SMILES	MCF7	LOX IMVI	T-47D	BT-549	MALME-3M	UACC-257	HS 578T	UACC-62
Oc1ccc(CN2CCOCC2)c(O)c1O	97	18	115	96	110	101	115	103
CCOC(=O)c1cc2c(n1Cc1ccccc1)-c1oncc1CCC2	46	79	81	101	39	83	76	52
O=C1/C(=C\c2cccn2CCCCCCn2c3ccccc3c(=O)c3ccccc32)c2ccccc2N1c1c(Cl)cccc1Cl	15	99	43	104	102	100	103	86
Clc1ccc2nc(-c3ccc(-c4nnc(SCc5ccccc5)o4)cc3)[nH]c2c1	53	79	95	88	75	107	87	91
Cc1ccc(CNc2ccc3nc(NC(=O)CN4CCCCC4)sc3c2)cc1	88	82	64	98	105	98	103	81
CCCC1OC(c2ccc(OC)cc2)OCC1CC (stereo unspecified)	110	101	98	121	96	118	107	89
CC(=O)O[C@@H]1C[C@]2(C)[C@@H](C3(C)OCCO3)CC[C@H]2[C@@H]2C[C@H]3O[C@]34CC3(CC[C@]4(C)[C@H]21)OCCO3	109	105	92	100	102	101	.	101
COc1ccc(-c2cnc3sc4c(-c5ccc(C)cc5)n[nH]c(=O)c4n23)cc1	92	93	91	99	106	106	107	100
COc1cc(-c2nn(-c3cccc(NC(=O)CCN4CCN(C)CC4)c3)cc2-c2ccncc2)ccc1Cl	14	-16*	35	22	38	39	-0.2*	28
Cc1ccc(-c2ccnc3c2c(-c2ccccc2)nn3-c2ccccc2)cc1	104	108	96	117	109	100	111	95
COc1cc(/C=N/n2c(CN3CCCC3)nc3ccccc3c2=O)cc(OC)c1OC	94	92	95	103	101	107	102	100
O=c1oc2ccccc2cc1-c1csc(N2N=C(c3ccc(Cl)cc3)CC2c2ccccc2)n1 (stereo unspecified)	68	93	103	124	101	107	113	93
Oc1c(C(Nc2ccccc2Br)c2ccccc2)ccc2cccnc12 (stereo unspecified)	21	11	30	28	28	15	59	-26*
Cc1cnc(C(=O)NNc2nc3sc4c(c3c(=O)[nH]2)C(C)CCC4)cn1 (stereo unspecified)	14	0.7*	30	40	16	1.8*	47	8.9*
Cc1noc(N)c1N	106	102	109	119	93	117	103	106
N#Cc1cnc(N)nc1N	91	104	106	104	108	105	95	103
COc1ccc(/C(=C/c2cc(OC)c(OC)c(OC)c2)[N+](=O)[O-])cc1	1.7*	-80*	6.3*	.	-11*	32	98	-7.2*
COc1cc2c(cc1O)c(=O)n(CCN(C)C)c1c3cc4c(cc3ncc21)OCO4	2.1*	-56*	4.8*	-16*	-58*	-48*	11	-54*
Cc1ccc(-c2nc3nc(-c4ccccc4)nc(N4CCCNCC4)c3o2)cc1	-78*	-90*	-45*	18	-86*	4.0*	-18*	-81*
CC1=NN(c2cccc(Cl)c2)C(=O)/C1=C\c1coc2ccc(C(C)C)cc2c1=O	93	99	.	88	98	97	104	86
CCC1=C(OS(C)(=O)=O)COC1=O	89	94	101	90	106	80	37	86
Cc1c(C(N)=O)sc2nc(SCc3nnco3)n(Cc3ccccc3)c(=O)c12	84	.	85	114	.	125	102	97
CC(=O)c1c(C)n(-c2ccc3c(c2)OCO3)c2c1c(-c1ccc3c(c1)OCO3)nc1ccccc12	85	83	70	85	100	108	80	84
Cc1cc(C(C)(C)C)cc(C)c1Br	103	96	115	104	135	105	100	108
S=C1NC(c2ccccc2)=CC(c2ccc3c(c2)OCO3)N1 (stereo unspecified)	94	97	83	101	112	101	97	90
CC1=Nc2ccccc2C1(C)C	98	103	108	92	97	96	94	98
CCO/C=C1\SC(=S)N(Cc2ccccc2)C1=O	91	97	98	100	108	.	86	92
Cc1[nH]c(C(=O)Nc2ccc(C(=O)NCC3CCNCC3)cc2OC(C)C)c(Cl)c1Cl	-76*	9.3*	78	93	80	101	69	99
Nc1cc(F)c(-c2ccc(F)cc2)cc1NC(=O)N1Cc2nccnc2C1	77	95	63	100	83	69	79	60
COc1cc(C2CC(c3ccc4c(c3)OCO4)=NN2C=O)ccc1OCCN(C)C (stereo unspecified)	98	96	94	89	88	93	92	97
CSc1nc2c(NCc3ccc(Cl)cc3)[nH]c(=O)nc2n1-c1ccccc1	98	97	67	89	95	87	106	.
Clc1ccccc1Cc1cn2cc(-c3ccc(Br)cc3)nc2s1	78	94	87	94	88	94	94	83
CC(C)N1CCN(c2ccncc2S(=O)(=O)N2CCN(C)CC2)CC1	94	97	96	107	113	102	105	108
COc1ccc(OC)c(-c2[nH]c3ncc(-c4ccc(F)cc4)n3c(=O)c2C#N)c1	82	95	74	96	103	96	82	75
COc1cc2nc(-c3ccsc3)cc(OCCCN3CCC(O)CC3)c2cc1OC	48	43	103	87	89	100	87	93
Clc1ccc(Nc2ccnc(N3CCN(c4ccnc5cc(Cl)ccc45)CC3)n2)cc1	18	.	15	52	.	82	49	31
CCOc1ccc(Nc2cccc3ccccc23)cc1	89	92	76	103	95	122	108	74
COc1ccc(C2CC(c3ccc(Nc4nc(NCCO)nc(Nc5ccc(Cl)cc5)n4)cc3)=NN2c2cc(Cl)cc(Cl)c2)cc1 (stereo unspecified)	83	98	72	86	98	101	65	84
Cc1ccc(S(=O)(=O)Oc2ccc(Br)cc2Br)cc1	76	52	71	.	92	81	88	64
O=C1Nc2ccc(Cl)cc2/C1=N/c1n[nH]c(=S)s1	95	103	99	109	101	101	87	99
OCc1ncc(-c2ccccc2)s1	102	.	90	.	94	105	108	106
CN1CCN(c2ccc(C(=O)/C=C/c3ccc(C#N)cc3)cc2)CC1	6.6*	17	87	91	90	90	94	80
Nc1ccc2c(c1)/C(=C/c1cccnc1)c1ccccc1-2	37	89	56	95	101	108	85	79
O=c1[nH]c(=O)n(C2OC(CO)C(O)C2O)cc1Br (stereo unspecified)	84	96	105	.	105	89	88	97
CCCC/C(=C\C(=O)O)C(=O)O	100	73	94	98	103	98	.	110
CC(C)n1cc(C(C)(C)C)nc1SSc1nc(C(C)(C)C)cn1C(C)C	103	107	100	123	113	105	108	110
Cn1ccc(N)nc1=O	100	99	104	111	120	89	106	104
O=C(CCCCCCN1CC(=O)N2[C@H](c3ccc(Br)cc3)c3[nH]c4ccccc4c3C[C@@H]2C1=O)NO	28	12	9.6*	55	20	35	53	14
O=C(CSc1nc(-c2ccccc2)cn1-c1ccc(Cl)cc1)c1ccc(Cl)cc1	100	102	90	104	109	90	86	91
Ic1ccc2oc3ccccc3c2c1	84	94	108	109	109	107	115	109
CC(C)CCC[C@@H](C)C1CCC2C3CCC4=C/C(=N/OCCN5CCCC5)CC[C@]4(C)C3CC[C@@]21C (stereo partly specified)	89	52	89	102	81	102	88	85
CC(=O)c1c(C)n(-c2ccccc2)c2c1c(-c1ccc(C)o1)nc1ccccc12	88	85	100	102	104	91	91	85
CC(=Nc1ccccc1)C1=C(O)C(Cc2ccc(O)cc2)NC1=O (stereo unspecified)	10	19	67	15	59	.	-27*	29
Cc1ccc(-c2cc(C3(O)CCC4COC3O4)on2)cc1 (stereo unspecified)	93	98	83	95	109	.	106	100
O=C(C(=O)c1cccnc1)c1cccnc1	98	100	170	.	118	95	99	102
CC1CN(Cc2ccccc2)C(=O)N(c2ccccc2)C1=O (stereo unspecified)	101	103	112	123	108	115	100	98
Cc1sc2nc3nc(CC(=O)Nc4ccc(Cl)cc4)[nH]n3c(=O)c2c1C	96	99	95	102	92	.	112	97
C1=C2CNCC3=Cc4ccc5ccccc5c4OC23Oc2c1ccc1ccccc21	12	19	67	80	61	61	53	26
Cn1/c(=N/NC(N)=S)ccc2ccccc21	37	102	53	100	91	70	103	102
COc1cc(/C=C2\C(=O)N(CCCCCCOc3cc(O)c4c(=O)cc(-c5ccccc5)oc4c3)c3ccccc32)cc(OC)c1OC	89	94	50	94	92	107	106	78

The list continues.
SMILES	MCF7	LOX IMVI	T-47D	BT-549	MALME-3M	UACC-257	HS 578T	UACC-62
CCN(CC)CC(Cc1ccccc1)OC(=O)c1ccc([N+](=O)[O-])cc1 (stereo unspecified)	106	94	100	107	117	106	92	100
COc1cccc(OC)c1-c1nnn(C)c1C(=O)N1CCN(c2ccc(C#N)cc2Cl)CC1	91	.	106	98	88	110	92	88
CN(C)c1nc(N)nc(N)n1	104	101	110	106	96	98	103	101
O=C(O)c1cc([N+](=O)[O-])cc2ccccc12	108&95	96&104	98&106	114&107	119&113	101	111&104	118&102
COc1ccc(NC(=O)CSc2nnc(-c3ccc(-c4nc5ccc(C)cc5[nH]4)cc3)o2)cc1	86	104	96	102	103	107	100	102
Fc1ccc2[nH]cc(-c3nc(-c4c[nH]c5c(Cl)nccc45)cs3)c2c1	46	16	35	75	74	-38*	39	24
Clc1ccc(CSCc2ccc(Cl)cc2)cc1	89	103	97	88	115	99	107	112
CC1CCCc2c1nn(C(=O)/C=C(\N)c1ccccc1)c2N (stereo unspecified)	45	50	38	72	66	108	52	60
CN1CCN(CC(=O)Nc2ccc3ncnc(Nc4ccc(Oc5cccc(C(F)(F)F)c5)c(Cl)c4)c3c2)CC1	-51*	-95*	44	73	-77*	-56*	-12*	-29*
O=C(Nc1ccccc1)Nc1ccc([N+](=O)[O-])cc1	73	84	49	88	90	98	109	66
CC(C)CCSc1nc(NC2CC2)c(C#N)c(-c2ccccc2)n1	88	97	83	86	96	98	91	89
CNc1ncn(-c2c(C)cccc2C)c(=O)n1	102	95	88	98	100	.	112	103
Oc1cccc(/C=N/N=C2c3ccccc3-c3ccccc32)c1	71	89	66	99	121	107	104	84
NCc1ccc(-c2nnc3n2N=C(c2ccccc2)CS3)cc1	96	103	97	107	101	99	121	99
N=C1SCc2ccc3ccccc3c21	80	95	87	.	131	107	146	96
COc1ccc(C(=O)OCCN(C)C)cc1	77	97	84	96	108	97	92	103
COc1ccc(/C=N/Nc2cc(=O)[nH]c3ccc(Cl)cc23)cc1OC	88	98	89	109	114	111	84	95
COc1cccc(N(C(C)=O)c2nc(OC(C)=O)c(C)s2)c1	102	92	99	83	78	103	106	96
COc1ccc(CSC(=S)NNc2ccccc2)cc1	94	83	96	131	110	95	102	83
CNC(=O)NCN1C(=O)c2cccc3cccc(c23)C1=O	98	96	89	95	91	93	91	.

Some of these compounds in order of molecular weight, rising:
SMILES	MCF7	LOX IMVI	T-47D	BT-549	MALME-3M	UACC-257	HS 578T	UACC-62
Clc1ccc(CSCc2ccc(Cl)cc2)cc1	89	103	97	88	115	99	107	112
COc1cccc(N(C(C)=O)c2nc(OC(C)=O)c(C)s2)c1	102	92	99	83	78	103	106	96
COc1ccc(NC(=O)CSc2nnc(-c3ccc(-c4nc5ccc(C)cc5[nH]4)cc3)o2)cc1	86	104	96	102	103	107	100	102

Going on with the list.
SMILES	MCF7	LOX IMVI	T-47D	BT-549	MALME-3M	UACC-257	HS 578T	UACC-62
COC(=O)C1=Nc2cc(OC)cc(OC)c2/C1=C\c1sc(N)nc1O	78	48	85	90	90	106	93	76
O=C(c1ccc(O)cc1)[C@@H]1[C@@H]2CCCN2[C@@]2(C(=O)N(C(=O)c3cccs3)c3ccccc32)[C@H]1c1ccc(F)cc1	103	.	95	108	98	98	106	82
CCOC(=O)C1=NN(c2ccccc2)C(=O)C1N=Nc1ccc(NS(=O)(=O)c2nccs2)cc1 (stereo unspecified)	94	106	101	113	118	100	101	93
O=[N+]([O-])c1ccc(-c2cn(-c3ccc(Cl)cc3)cn2)cc1	95	102	95	91	.	103	111	100
COc1cc(NCCC(C)=O)c([N+](=O)[O-])cc1OC	.	105	117	106	118	86	.	110
COc1cc(-c2nc(SCCC(C)C)nc(Nc3ccc([N+](=O)[O-])cc3[N+](=O)[O-])c2C#N)cc(OC)c1OC	102	104	94	116	101	103	100	98
CCSc1nc(N)c2c(c1C#N)C(O)(c1ccccc1)NC2=O (stereo unspecified)	94	100	103	82	97	101	110	99
CCCCS(=O)(=O)Nc1ccc(C(=O)NNC(C)=O)cc1	93	100	92	116	110	98	100	95
NS(=O)(=O)c1cccc(Nc2nc(SCC(=O)c3ccccc3)nc3ccccc23)c1	88	98	85	102	102	103	98	95
CC(=O)OCCN(CCc1ccccc1)CCc1ccccc1	93	97	102	114	98	106	117	100
COc1cc2c(cc1OC)-c1ccc3cc4c(cc3c1N(CCN1CCCC1)C2)OCO4	-6.8*	-79*	-28*	22	51	44	16	36
NC1=NC(Cn2nc(-c3ccccc3)c3ccccc3c2=O)=NNC(=O)N1	98	99	104	103	104	94	99	98
CCOC(=O)c1c2c(c(C)n1C)-c1nn(-c3ccc(OC)cc3)cc1CC2	88	75	54	81	112	100	.	72
COc1cccc(/C=C2\COc3ccc(O)cc3C2=O)c1OC	12	-20*	75	58	74	83	73	71
NC1c2ccccc2-c2ccccc21	99	102	97	.	95	94	85	101
NCCCCN	106	104	115	122	117	117	117	106

Screens from PubChem.
